ERG-DNA inh – inhibitors of human ERG Ets domain-DNA interaction | Potency, µM (highest dose often 76.9 µM), for inactives: at the highest dose FP activity, negative = inhibition, actives largely listed as inhibitors | actives 0.028% (n = 370,000) | P11308 | AID 624246 | fluorescence polarization, His-ERG Ets domain / labelled DNA; active means well fitted inhibition curve with a large enough effect in the polarisation, with a control signal flat; inconclusive means small, poorly fitted or top-dose-only effect, or effect the other way, or a change in a side signal; inactive means no such curve, though single readings can be large or run the other way; the % refers to the polarisation;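 further: polarization taken with two DNA probes labelled with fluorescein and Texas red; potency means the concentration at half of the fitted maximal effect; % of control where 0% means no effect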
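His-tagged ERG Ets domain (1 uM in the protein solution; 300mM KCl, 50mM Tris-HCl, 1mM EDTA, 1mM DTT, pH 7.5) received compound, then a probe mix of 5 nM fluorescein-DNA and 100nM Texas-615-DNA. Fluorescence polarization was read for both dyes.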
RGS4 inhibitor – blocks human RGS4-accelerated GTP hydrolysis. Transcreener GDP fluorescence polarization, RGS4-accelerated GTP hydrolysis. Potency, µM (top dose mostly 114 µM), inactives show top-dose activity change, negative = inhibition, usual class: inhibitors. actives 0.039% (n = 390,000); further: potency means the concentration at half of the fitted maximal effect; on the % scale 0 is the no-effect control and ±100 the full control effect; nearly all actives have a fitted effect of over 75% in size; some results filed as inactive show a strong effect at the top dose
Target sequence (P49798 whole entry, looked up): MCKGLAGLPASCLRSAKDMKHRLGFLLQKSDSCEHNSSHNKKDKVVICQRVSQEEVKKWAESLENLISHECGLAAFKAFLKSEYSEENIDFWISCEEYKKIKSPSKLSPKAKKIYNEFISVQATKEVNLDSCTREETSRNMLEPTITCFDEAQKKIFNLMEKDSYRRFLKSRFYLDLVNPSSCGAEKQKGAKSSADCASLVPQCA
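MLSMR compounds (23 nl, pin-transferred) preincubated 10 min at room temperature with a 500nM (2x) first reagent, then RGS4 at 900nM (2x) plus Transcreener GDP mix added; fluorescence polarization (620/688 nm) read before and after 90 min at 30 °C.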
G9a block – blocks human histone lysine methyltransferase G9a | G9a H3K9 monomethylation, AlphaScreen, 2 h | Q96KQ7 | Potency, µM (titrated, usually from 102 µM), for the others: at the highest dose activity, negative = inhibition, usual class: inhibitors | actives 8.8% (n = 350,000); further: potency means the concentration at half of the fitted maximal effect; on the % scale 0 is the no-effect control and ±100 the full control effect; nearly all actives have a fitted effect of over 75% in size
Target sequence (Q96KQ7 913-1193 limits assumed): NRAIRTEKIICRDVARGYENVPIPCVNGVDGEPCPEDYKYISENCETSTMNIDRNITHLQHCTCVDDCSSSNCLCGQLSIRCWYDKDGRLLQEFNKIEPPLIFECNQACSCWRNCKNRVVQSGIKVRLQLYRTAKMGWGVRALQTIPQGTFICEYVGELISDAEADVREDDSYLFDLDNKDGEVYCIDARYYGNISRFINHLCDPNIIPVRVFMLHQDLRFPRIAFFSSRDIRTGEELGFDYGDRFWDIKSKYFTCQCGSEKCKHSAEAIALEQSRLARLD
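Signal arises when biotinylated H3K9 peptide, once monomethylated, bridges streptavidin donor and antibody-captured acceptor beads. Enzyme at 20 nM was preincubated 15 min with test compounds; peptide 500 nM and SAM 20 uM then reacted for 2 h.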
ALOX12 inh – ALOX12 (human) lipoxygenase inhibition | actives 1.1% (n = 580,000) | AID 1671190 | Potency, µM (top dose mostly 108 µM), inactives show at the highest dose activity change, negative = inhibition, most hits filed as inhibitors | P18054 | purified 12hLO, xylenol orange hydroperoxide absorbance; further: potency means the concentration at half of the fitted maximal effect; on the % scale 0 is the no-effect control and ±100 the full control effect
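Purified human 12hLO (150 nM final) in 25 mM Hepes, 0.01% Triton X-100, pH 7.0 was preincubated 15 min at room temperature with compound. Then 40 uM arachidonic acid was added, 30 min. Hydroperoxide was read by Fe-XO absorbance ratio 573/405 nm.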
BAZ2B block – inhibitors of human BAZ2B bromodomain; Q9UIF8; AlphaScreen BAZ2B-H3K14Ac peptide displacement; Potency, µM (series often up to 114 µM), for inactives: at the highest dose activity change, negative = inhibition, actives largely listed as inhibitors; actives 4.4% (n = 360,000); AID 504333; further: potency means the concentration at half of the fitted maximal effect; on the % scale 0 is the no-effect control and ±100 the full control effect; nearly all actives have a fitted effect of over 60% in size
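BAZ2B (50 nM) with biotin-H3(5-23)K14Ac peptide (50 nM) in PBS pH 7.4, 0.01% Tween-20, preformed 30 min, then compound 30 min at room temperature; top concentration 110uM. AlphaScreen streptavidin donor/nickel chelate acceptor beads (10 ug/mL final), 20 min dark, signal read.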
HP1b binding inh – inhibitors of HP1-beta chromodomain binding to methylated histone tails; P83916; AlphaScreen HP1-beta / biotin-H3K9me3 peptide binding; Potency, µM (titrated, usually from 114 µM), without a hit: top-dose activity change, negative = inhibition, hits mostly inhibitors; actives 0.56% (n = 390,000); AID 540317; further: potency means the concentration at half of the fitted maximal effect; nearly all actives have a fitted effect of over 70% in size; inactives centre near 23
Target sequence (P83916 whole entry, looked up): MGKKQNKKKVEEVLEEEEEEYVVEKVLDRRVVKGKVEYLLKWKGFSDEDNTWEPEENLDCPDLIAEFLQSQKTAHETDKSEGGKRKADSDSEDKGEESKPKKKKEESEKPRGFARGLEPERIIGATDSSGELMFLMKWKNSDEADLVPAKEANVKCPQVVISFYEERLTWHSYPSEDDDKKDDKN
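AlphaScreen: HP1-beta (50 nM) preformed 30 min with biotin-H3(1-18)K9me3 peptide (50 nM) in PBS pH 7.4, 0.01% Tween-20. Compound added for 30 min at RT, then streptavidin donor/nickel chelate acceptor beads (10 ug/mL) for 30 min.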
PI4K2A block – PI4K2A (human) kinase inhibition; Q9BTU6; purified PI4K2A, ADP-Glo luminescence, 1 h; stronger effect = lower value; activity change, negative = inhibition, % at 76.9 µM; actives 0.13% (n = 420,000); AID 1346378; in the data active means activity change below about -50%; inconclusive means mostly about -30% to -49%;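 further: -100% = wells without enzyme as full effect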
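Compounds are screened against recombinant PI4K2A using PI as substrate and ATP, the latter dispensed at 300 microM. Reactions run one hour at ambient temperature before ADP-Glo detection; full inhibition defined by wells lacking enzyme.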
GLS inh – inhibitors of human glutaminase (GLS) | GLS enzymatic activity, qHTS titration | Potency, µM (titrated, usually from 45.5 µM), for the others: top-dose activity change, negative = inhibition, actives largely listed as inhibitors | actives 0.21% (n = 410,000) | AID 624170; further: potency means the concentration at half of the fitted maximal effect; on the % scale 0 is the no-effect control and ±100 the full control effect
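Enzyme dispensed in phosphate buffer (45 mM, pH 8.2, 0.02% Tween-20), compounds pinned in, then 1 mM L-glutamine solution and the glutamate oxidase–HRP–Amplex Red mix added; fluorescence read immediately and again after 30 min at room temperature.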
JMJD2A Tudor inh – blocks the human JMJD2A Tudor domain. O75164. AlphaScreen JMJD2A-Tudor / H3K4me3 peptide binding. Potency, µM (doses to about 114 µM), for the others: top-dose activity change, negative = inhibition, most hits filed as inhibitors. actives 4.4% (n = 390,000); further: potency means the concentration at half of the fitted maximal effect; on the % scale 0 is the no-effect control and ±100 the full control effect; nearly all actives have a fitted effect of over 50% in size
The depositor's hits bear a star; ? = inconclusive; · = no result given; [ ] = dose if it differs, or a comment. Unless noted, the call rests on the fitted dose curve; in most records, active means well fitted curve in the direction sought with a large enough effect; inconclusive means small, poorly fitted or top-dose-only effect, or another doubt; inactive means no such curve, though single readings can be large; an effect the other way counts as inactive or inconclusive. A portion of the library; the hit share may differ from the screen's.

#	Structure	PI4K2A block	HP1b binding inh	ALOX12 inh	JMJD2A Tudor inh	RGS4 inhibitor	ERG-DNA inh	G9a block	BAZ2B block	GLS inh
1	COc1ccc(CC(=O)OCC(=O)NCc2ccccc2Cl)cc1OC	5	34%	3%	5%	-1%[11.4 µM]	-3%	-3%	-2%	-8%
2	O=S1(=O)NC2CCCCCN2c2ccc(F)cc21 (stereo unspecified)	-5	36%	0%	4%	-19%	-4%	-8%	15%	13%
3	O=C(O)c1cc2c(cc1NC(=O)c1ccccc1C(F)(F)F)OCCCO2	-2	25%	-11%	-7%	10%	-8%	1%	-26%	-15%
4	COc1ccccc1/C=C(/C(=O)OCC(=O)Nc1cc(C)ccc1C)c1ccccc1	1	34%	-8%	-14%	-15%	-2%	?	-8%	-14%
5	COc1cccc(/C=N/NC(=O)c2c(-c3ccccc3)noc2C)c1O	-9	19%	22%	?	39%	-3%	107%[activator][59 µM]	45µM*	15%
6	COc1ccc(NC2CCCN(C(=O)CCC(=O)c3ccc(F)cc3)C2)cc1 (stereo unspecified)	3	-34%	-11%	?	3%	-4%	·	40µM*	27%
7	Cc1ccc(Nc2c3c(nc4ncnn24)CC(C)CC3)cc1 (stereo unspecified)	2	55%[activator]	2%	-1%	-12%	-15%	-19%[12.7 µM]	1%	-3%
8	CN(C)CCC1(C2=CCCC2)CC/C(=C/c2ccc(Cl)cc2)C1=O (stereo unspecified)	4	-6%	-19%	-30%	-9%	·	·	·	24%
9	COC(=O)c1ccccc1NC(=O)CSc1nnc(-c2cccnc2)o1	-9	20%	-8%	-2%	-11%	-2%	-6%[59 µM]	-14%	-8%
10	OCCCNc1c2c(nc3cc(-c4ccc(Cl)cc4)nn13)CCC2	3	26%	50%[activator]	-14%	3%	3%	2%	0%	4%
11	COc1ccccc1OCCC(=O)N1CCN(c2ccccc2OC)CC1	1	-6%	-2%	-14%	-1%	-7%	?	2%	7%
12	CCOC(=O)C1CCN(C(=O)CN(Cc2ccc(Cl)cc2)S(C)(=O)=O)CC1	-5	17%	4%	-6%	0%	-4%	25%[12.7 µM]	-3%	3%
13	O=C(NCCCn1ccnc1)c1ccccc1NS(=O)(=O)c1ccc(F)c(F)c1	-8	12%	20%	-24%	-7%	6%	?	?	-11%
14	CCc1ccccc1NC(=O)N1CCc2c([nH]c3ccccc23)C1c1ccc(C)cc1 (stereo unspecified)	-1	19%	-27%	-29%	4%	-10%	-13%[59 µM]	-24%	4%
15	CC(C)(C)OC(=O)N1CCC(NC(=O)c2[nH]cnc2C(=O)Nc2cccc(Cl)c2)CC1	5	53%[activator]	-2%	-10%	6%	-5%	-7%[2.33 µM]	1%	1%
16	O=C(NCCN1CCN(c2cccc(Cl)c2)CC1)C1CCCN(S(=O)(=O)c2cnc[nH]2)C1 (stereo unspecified)	-3	30%	14%	-36%	2%	2%	-10%	-7%	8%
17	CC(NC(=O)c1cc2c(=O)n3ccccc3nc2n(C(C)C)c1=N)c1ccccc1 (stereo unspecified)	3	18%	?	-11%	31%	3%	5%[59 µM]	2%	5%
18	CC(C)C(=O)NC(C)C(c1cccs1)N1CCN(C)CC1 (stereo unspecified)	3	21%	-12%	-6%	-7%	1%	-1%	-12%	4%
19	CN1CC=C2C(C#N)=C(N)C(C#N)(C#N)[C@H](c3cccc(Cl)c3)C2C1 (stereo partly specified)	-1	46%	-2%	-9%	-17%	-2%	25µM*	-35%	-14%
20	CCc1ccccc1N1CC(c2nc3ccccc3n2CCOc2ccc(Cl)c(C)c2)CC1=O (stereo unspecified)	-1	36%	?	-31%	14%	-1%	15%[59 µM]	8%	0%
21	O=C(Nc1ccc(C(F)(F)F)cc1)C1(c2cccs2)CCOCC1	-2	42%[activator]	?	4%	-41%	-5%	-3%[59 µM]	6%	1%
22	CC(=O)c1ccc(NC(=O)CCn2c(=O)oc3ccccc32)cc1	-1	12%	0%	-14%	4%	-4%	-35%[59 µM]	?	-1%
23	O=C(Nc1cccc(C(=O)OCc2cc(=O)n3c4c(sc3n2)CCCC4)c1)c1ccccc1	-1	7%	-19%	-7%	4%	11%	16%[59 µM]	-2%	-23%
24	CCC(=O)OC1=CN(Cc2ccccc2)S(=O)(=O)c2ccccc21	0	53%[activator]	6%	10%	-6%	-2%	-1%[59 µM]	16%	0%
25	COC(=O)c1ccc(/C=N/OCC(=O)NC2CCCCCCC2)cc1	17	63%	-2%	7%	-12%	-2%	-28%[59 µM]	4%	9%
26	Cc1ccc(C)c2[nH]c(=O)c(CN(Cc3ccco3)C(=S)NCC3CCCO3)cc12 (stereo unspecified)	-1	-6%	-20%	-20%	-20%	30%[activator]	40µM*	?	-7%
27	COc1cccc(NC(=S)N2CCC(C(=O)c3ccc(F)cc3)CC2)c1	6	15%	-27%	-33%	-5%[56.9 µM]	2%	·	·	-4%
28	CC12CCC(=O)C=C1CCC1C2CCC2(C)C1CC1C3C(=O)N(Cc4ccccc4)C(=O)C3CC(=O)C12 (stereo unspecified)	3	9%	2%	-10%	-5%	-1%	·	·	0%
29	N#CCC(=O)N/N=C/c1cn(Cc2ccccc2C#N)c2ccccc12	0	-5%	?	-8%	-18%	11%	?	-24%	22%
30	COCCCNC(=O)COc1ccc(S(=O)(=O)Nc2ccccc2)cc1	-2	33%	-1%	-12%	15%	0%	-5%[12.7 µM]	8%	20%
31	CCc1ccc(C(=O)CN2C(=O)NC3(CCCCCC3)C2=O)cc1	1	21%	?	-16%	-35%	10%	-2%	11%	-14%
32	COc1ccc(OC)c(-n2cnc3cc(C(=O)O)ccc32)c1	2	14%	0%	-20%	-17%	-7%	?	-6%	8%
33	O=C(CN1C(=O)COc2ccccc21)N1CCc2ccccc2C1	5	26%	-1%	3%[57.1 µM]	2%[11.4 µM]	-3%	?	-4%	11%
34	COc1ccc(C(=O)NCc2nc3ccccc3[nH]2)cc1OC	0	15%	21%[57.4 µM]	-6%	24%	9%	-33%[59 µM]	0%	0%
35	CC(SCC(=O)NC12CC3CC(CC(C3)C1)C2)C(=O)O (stereo unspecified)	0	31%	-10%	-10%	9%	·	5%[59 µM]	1%	10%
36	N#Cc1ccc(OCC(=O)NC2CCCCCC2)cc1	12	11%	-12%	-1%	8%	-3%	·	·	1%
37	CCn1c(SCc2ccc(F)cc2)nc2ccccc2c1=O	-1	104%[activator]	4%	82%[activator]	8%	-1%	210%[activator]	70%[activator]	8%
38	CC1CCCC(C)N1C(=O)COC(=O)c1cc([N+](=O)[O-])ccc1N1CCOCC1 (stereo unspecified)	2	41%[activator]	-16%	-11%	-14%	-14%	?	-16%	-12%
39	COc1ccc(-c2c(-c3ccccc3OC)oc3ccccc23)cn1	3	134%[activator]	0%	72%[activator]	15%	-4%	5%[0.501 µM]	56%[activator]	-10%
40	N#Cc1ccc(C(=O)NC(=S)N2CCN(C=O)CC2)cc1	-2	14%[57 µM]	-10%	-10%	-12%	-1%	·	·	6%
41	CCCCCCCCOC(=O)C1=C(C)Nc2nnnn2C1c1cccs1 (stereo unspecified)	-7	19%	?	-33%[57.1 µM]	21%[11.4 µM]	-7%	23%[12.7 µM]	4%	10%
42	CN(CC(=O)Nc1cccc(F)c1)C(=O)c1cccnc1Sc1ccc(Cl)cc1	-3	10%	-17%	-19%	-3%	-11%	6%	-19%	1%
43	O=C(O)Cn1cc2c(n1)CCCC2	2	21%	20µM*	-1%	-15%	9%	-30%[12.7 µM]	-4%	-1%
44	N/C(=N\OS(=O)(=O)c1ccccc1)c1ccncc1	-4	-22%	-82%	-6%	-7%	-7%	-5%[0.501 µM]	?	-1%
45	CN(Cc1ccccc1)C(=O)CN1C(=O)COc2ccc(S(=O)(=O)N3CCCC3)cc21	3	38%	-7%	-17%	-13%	-1%	-4%[59 µM]	-15%	-3%
46	CCN(Cc1ccc2c(c1)OCCO2)S(=O)(=O)c1ccc(NC(C)=O)cc1	2	21%	40%[activator]	-21%	22%	3%	12%[59 µM]	1%	1%
47	Cc1ccc(NC(=O)c2c(C)oc3ccc(O)c(CN4CCOCC4)c23)c(C)c1	-2	18%	-28%	-30%	4%	2%	-6%[59 µM]	-11%	-1%
48	CCC(CC)C(=O)Nc1cc(C(=O)NCCc2ccccc2)ccc1Cl	2	18%	15%	-15%	6%	·	13%	-6%[57.1 µM]	9%
